# High-throughput results as filed in PubChem.
# Cav32 inh = human Cav3.2 channel inhibition, primary screen; actives 4% (n = 100,000); B-score at 10 µM; O95180; Cav3.2-expressing cells, Fluo-4 calcium fluorescence FDSS; hits give low values;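 active = single-dose well whose peak fluorescence ratio is a statistical outlier from its plate by either plate-standardised score or position-corrected B-score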
# Target sequence (O95180 whole entry, looked up): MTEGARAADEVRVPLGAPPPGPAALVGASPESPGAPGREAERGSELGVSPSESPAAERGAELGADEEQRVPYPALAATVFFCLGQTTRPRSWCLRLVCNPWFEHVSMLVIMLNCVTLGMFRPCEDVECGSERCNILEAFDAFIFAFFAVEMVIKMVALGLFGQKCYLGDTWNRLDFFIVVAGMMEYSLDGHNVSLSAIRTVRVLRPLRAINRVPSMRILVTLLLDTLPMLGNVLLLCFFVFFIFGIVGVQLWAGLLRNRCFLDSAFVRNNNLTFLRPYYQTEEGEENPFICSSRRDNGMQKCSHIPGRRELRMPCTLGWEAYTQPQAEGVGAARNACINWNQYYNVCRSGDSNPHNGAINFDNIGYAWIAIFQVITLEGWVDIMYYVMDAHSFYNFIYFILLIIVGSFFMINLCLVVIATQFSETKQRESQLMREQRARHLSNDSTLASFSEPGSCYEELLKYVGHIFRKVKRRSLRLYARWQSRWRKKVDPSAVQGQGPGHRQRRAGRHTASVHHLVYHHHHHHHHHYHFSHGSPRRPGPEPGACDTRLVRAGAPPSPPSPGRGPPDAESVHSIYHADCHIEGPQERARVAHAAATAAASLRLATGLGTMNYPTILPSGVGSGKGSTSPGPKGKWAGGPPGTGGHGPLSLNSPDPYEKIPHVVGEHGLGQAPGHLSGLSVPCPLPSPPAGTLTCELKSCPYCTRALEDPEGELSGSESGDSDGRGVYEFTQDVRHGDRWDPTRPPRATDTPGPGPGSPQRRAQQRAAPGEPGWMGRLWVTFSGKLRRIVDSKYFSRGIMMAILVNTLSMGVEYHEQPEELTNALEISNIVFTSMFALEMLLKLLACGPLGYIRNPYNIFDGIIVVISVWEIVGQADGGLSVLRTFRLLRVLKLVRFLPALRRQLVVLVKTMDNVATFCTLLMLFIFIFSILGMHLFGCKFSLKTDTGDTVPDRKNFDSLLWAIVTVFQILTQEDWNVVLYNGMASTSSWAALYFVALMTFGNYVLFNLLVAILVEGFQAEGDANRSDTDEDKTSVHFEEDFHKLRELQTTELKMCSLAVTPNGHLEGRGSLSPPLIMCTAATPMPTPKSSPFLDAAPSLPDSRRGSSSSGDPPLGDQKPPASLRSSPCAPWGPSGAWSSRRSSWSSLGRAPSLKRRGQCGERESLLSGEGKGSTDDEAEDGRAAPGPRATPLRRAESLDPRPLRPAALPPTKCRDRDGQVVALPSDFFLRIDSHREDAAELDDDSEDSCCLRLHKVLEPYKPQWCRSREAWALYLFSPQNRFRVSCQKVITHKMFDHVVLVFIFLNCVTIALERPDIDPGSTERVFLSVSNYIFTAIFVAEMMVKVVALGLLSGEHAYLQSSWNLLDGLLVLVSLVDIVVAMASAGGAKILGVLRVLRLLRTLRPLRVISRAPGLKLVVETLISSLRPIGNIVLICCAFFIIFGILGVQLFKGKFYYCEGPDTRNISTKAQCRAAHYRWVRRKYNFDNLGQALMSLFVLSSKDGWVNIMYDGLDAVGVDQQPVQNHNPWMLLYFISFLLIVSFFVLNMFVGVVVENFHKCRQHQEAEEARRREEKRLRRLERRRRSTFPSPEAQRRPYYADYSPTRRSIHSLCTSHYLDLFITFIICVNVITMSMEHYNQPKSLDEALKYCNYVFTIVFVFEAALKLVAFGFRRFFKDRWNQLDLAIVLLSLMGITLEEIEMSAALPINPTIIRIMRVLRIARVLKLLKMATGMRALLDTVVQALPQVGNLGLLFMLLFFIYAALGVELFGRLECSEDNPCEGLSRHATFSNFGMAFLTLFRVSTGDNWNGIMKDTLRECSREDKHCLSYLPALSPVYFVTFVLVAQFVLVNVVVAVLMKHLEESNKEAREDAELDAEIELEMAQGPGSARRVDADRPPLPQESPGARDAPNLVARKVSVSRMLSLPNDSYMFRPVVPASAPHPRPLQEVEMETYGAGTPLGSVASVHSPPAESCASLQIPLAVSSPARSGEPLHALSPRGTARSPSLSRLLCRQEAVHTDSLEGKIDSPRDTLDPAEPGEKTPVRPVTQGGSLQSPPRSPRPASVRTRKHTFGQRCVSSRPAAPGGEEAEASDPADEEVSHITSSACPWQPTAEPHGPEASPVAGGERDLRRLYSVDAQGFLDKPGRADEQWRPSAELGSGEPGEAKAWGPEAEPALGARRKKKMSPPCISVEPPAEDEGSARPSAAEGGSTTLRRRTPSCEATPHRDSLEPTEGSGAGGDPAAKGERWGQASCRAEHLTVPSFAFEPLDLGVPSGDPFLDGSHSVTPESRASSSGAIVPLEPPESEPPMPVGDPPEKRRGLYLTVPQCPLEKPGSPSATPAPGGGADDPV
# * marks the source's active call; other numbers are inactive results. The list is partial (hit frequency here may not be typical).
# Preview, six compounds:
SMILES	Cav32 inh
CC1(C)C2CC=C(CN3CCOCC3)C1C2 (configuration not stated)	0.441
O=c1cccc2n1CC1CC2CN(c2ncnc3c2cnn3-c2ccccc2)C1 (configuration not stated)	1.42
CCOC(=O)c1c(N)n(Cc2ccco2)c2nc3ccccc3nc12	-1.19
CC(=NCc1cccnc1)c1c(O)n(-c2ccc(C)cc2)c(=O)[nH]c1=O	-0.402
O=C(CCCN1CCC2(CC1)C(=O)NCN2c1ccccc1)c1ccc(F)cc1	-1.13
Cc1nnc(SCc2nc3ccccc3c(=O)n2-c2ccccc2Cl)n1N	-0.344

# Main list, repeating the preview:
SMILES	Cav32 inh
CC1(C)C2CC=C(CN3CCOCC3)C1C2 (configuration not stated)	0.441
O=c1cccc2n1CC1CC2CN(c2ncnc3c2cnn3-c2ccccc2)C1 (configuration not stated)	1.42
CCOC(=O)c1c(N)n(Cc2ccco2)c2nc3ccccc3nc12	-1.19
CC(=NCc1cccnc1)c1c(O)n(-c2ccc(C)cc2)c(=O)[nH]c1=O	-0.402
O=C(CCCN1CCC2(CC1)C(=O)NCN2c1ccccc1)c1ccc(F)cc1	-1.13
Cc1nnc(SCc2nc3ccccc3c(=O)n2-c2ccccc2Cl)n1N	-0.344
Oc1ccc(Cl)cc1CN1CCN(Cc2ccccc2)CC1	0.572
COc1ccc(CCNCc2ccncc2)cc1	0.843
O=C(Cn1ncc2ccccc21)N1CCC2(CC1)OCCO2	0.208
CC(C)(C)c1ccc(CN2C(=O)CN=C(c3ccccc3)c3ccccc32)cc1	-5.08*
COc1ccc(CCNCc2ccc(F)cc2)cc1OC	1.12
CC(C)CNC(=O)c1c(N)n(Cc2ccc3c(c2)OCO3)c2nc3ccccc3nc12	-1.29
Clc1ccc(-c2nc3ccc(Cl)cn3c2CN2CCOCC2)cc1	-3.31
O=C1NC(=O)C(C/C=C/c2ccccc2)C(=O)N1	-1.78
COC(=O)C1=C(c2ccccc2)C[C@@H]2CC[C@H]1N2C(=O)NCc1ccco1	0.641
ClCCNc1nc2ccc(Cl)cc2[nH]1	0.208
CCC(C)(C)n1nnnc1C(c1cccs1)N1CC=C(c2ccc(F)cc2)CC1 (configuration not stated)	-1.5
COc1cccc(-c2cc(C(F)(F)F)n3nc(C(=O)N4CCC5(CC4)OCCO5)cc3n2)c1	-0.603
COC(=O)C1C(OC(=O)c2ccccc2)CC2CCC1N2C (configuration not stated)	0.648
CCN1CCN(CC(=O)c2c(C)n(Cc3ccccc3)c3ccc(OC)cc23)CC1	-0.139
Cc1ccc2c(c1)C1CN(C)CCC1N2C(=O)Cc1cccs1 (configuration not stated)	0.0646
CCOc1ccccc1N1C(=O)NC(=O)/C(=C/c2ccc3c4c(cccc24)CC3)C1=O	-1.16
COc1ccn(C)c(=O)c1C#N	-0.0914
CC(C)CC(NC(=O)C1CCCCC1)C(=O)N1CCC2(CC1)OCCO2 (configuration not stated)	0.0409
CN1C(=O)C(=Cc2ccccc2Oc2ccc(Cl)c(F)c2)C(=O)N(C)C1=O	-4.75*
O=C(Cn1c(=S)[nH]c2ccccc2c1=O)N1CCC2(CC1)OCCO2	0.717
C#C[C@]1(O)CC[C@H]2[C@@H]3CCC4=CC(=O)CC[C@]4(C)[C@H]3CC[C@@]21C	0.376
COC(=O)C1=C(c2cc3ccccc3s2)C[C@@H]2CC[C@H]1N2C(=O)NCCNC(C)=O	0.614
CCOC(=O)C1=C(N)Oc2ccccc2C12C(=O)N(CC(=O)OC)C(CC(=O)OC)=C2C(=O)OC (configuration not stated)	1.21
Cn1c(O)c(C=Nc2ccc3c(c2)CCC3)c(=O)n(C)c1=O	-0.0588

# Single entries from the entries so far.
# Oc1ccc(Cl)cc1CN1CCN(Cc2ccccc2)CC1 – Cav32 inh = 0.572
# CCC(C)(C)n1nnnc1C(c1cccs1)N1CC=C(c2ccc(F)cc2)CC1 (configuration not stated) – Cav32 inh = -1.5
# O=C1NC(=O)C(C/C=C/c2ccccc2)C(=O)N1 – Cav32 inh = -1.78
# O=c1cccc2n1CC1CC2CN(c2ncnc3c2cnn3-c2ccccc2)C1 (configuration not stated) – Cav32 inh = 1.42
# O=C(CCCN1CCC2(CC1)C(=O)NCN2c1ccccc1)c1ccc(F)cc1 – Cav32 inh = -1.13

# Next part.
SMILES	Cav32 inh
O=C1C2CCCN2C(c2cccs2)N1c1ccccn1 (configuration not stated)	0.173
Cc1c(C(=O)N2CCC3(CC2)OCCO3)oc2ccccc12	0.0296
Cc1ccccc1-n1c(-c2ccco2)nc2ccccc2c1=O	-0.417
COC(=O)c1ccc(CN2CCN(Cc3ccccc3)CC2)cc1	0.406
CN[C@H]1C[C@H]2O[C@@](C)([C@H]1OC)n1c3ccccc3c3c4c(c5c6ccccc6n2c5c31)C(=O)NC4	0.0921
C=CCn1c(O)c(C(C)=NCc2cc(OC)cc(OC)c2)c(=O)[nH]c1=O	0.182
O=C(Cc1ccccc1)N1CCN(Cc2c[nH]c3ccccc23)CC1	0.229
COc1ccc(CC2C(=O)N(c3ccccc3)C(=O)N(c3ccccc3)C2=O)c(OC)c1	1.13
Cc1cccc(C2=NCC(=O)N(CC(=O)NCc3ccco3)c3sc4c(c32)CCCC4)c1	-3.93*
CCOC(=O)c1c(C)n(COCCO)c2ccc(O)cc12	0.0883
CCCC/C(=N\O)c1c[nH]c2ccccc12	-4.11
Fc1ccc(CCNCc2ccccc2Cl)cc1	-0.136
COC(=O)C1=C(c2ccc(S(C)(=O)=O)cc2)C[C@@H]2CC[C@H]1N2C(=O)NCC1CC1	0.414
Cn1c(C(=O)O)c(CC(=O)N2CCN(Cc3ccccc3)CC2)c2ccccc21	0.258
CN1CCN(CCC(C#N)(c2ccccc2)c2ccccc2)CC1	-1.03
CCCSP1(=S)NCCCO1 (configuration not stated)	0.572
CC(=NCC1CCCO1)c1c(O)n(-c2ccc(Cl)cc2)c(=O)[nH]c1=O (configuration not stated)	-0.683
CN(C)C1(c2nnnn2CCOC(=O)Nc2ccc(Cl)cc2)CCCCC1	-2.96*
COc1ccc(/C=N/N=C(/N)N[N+](=O)[O-])c(OC)c1	0.146
CCOc1ccc(N=C2SCCCN2C)cc1	0.458
Cc1cccc(-n2c(O)c(C=NCCCN3CCOCC3)c(=O)[nH]c2=O)c1C	0.0123
CC(C)N1C(=O)CCC1C(=O)N1CCC2(CC1)OCCO2 (configuration not stated)	0.0471
O=C(Cc1ccccc1)N1CCN(C2CCCC2)CC1	0.239
N[C@@H]1CCCC[C@H]1N.O=C(O)C(=O)O.[Pt]	-1.14
COc1ccc2c(c1)c(C(=O)O)c(C)n2C(C)C	-0.283
O=C1NC(=O)C2(C(=O)N1)C(c1ccc(F)cc1)NC(=S)NC2c1ccc(F)cc1 (configuration not stated)	-0.318
CCN(c1ccc(C(O)(C(=O)OC)C(F)(F)F)cc1)S(=O)(=O)c1ccccc1 (configuration not stated)	-2.91*
COc1ccc(P2(=O)Nc3ccccc3N2)cc1	-2.11*
O=P(/C(=N/O)N1CCOCC1)(N1CCOCC1)N1CCOCC1	-0.669
COC1=CC(=O)OC(/C=C/c2ccccc2)C1 (configuration not stated)	-0.468

# 2 entries picked at random from those above, as already listed:
SMILES	Cav32 inh
COC(=O)C1C(OC(=O)c2ccccc2)CC2CCC1N2C (configuration not stated)	0.648
COc1cccc(-c2cc(C(F)(F)F)n3nc(C(=O)N4CCC5(CC4)OCCO5)cc3n2)c1	-0.603

# Next entries
SMILES	Cav32 inh
CC(C)N1CCC2(CC1)NC(CO)(CO)CO2	-0.162
COc1cc2c(cc1O)C[C@H]1NCCc3cc4c(c-2c31)OCO4	0.703
CN(C)CCN=Cc1c(O)n(C2CCCCCC2)c(=O)[nH]c1=O	-0.308
CCC(=NCc1ccco1)c1c(O)n(-c2ccccc2)c(=O)[nH]c1=O	0.469
CCC(=NCc1ccco1)c1c(O)n(-c2ccc(C)cc2)c(=O)[nH]c1=O	0.943
Cc1sc2ncn(CC(=O)N3CCC4(CC3)OCCO4)c(=O)c2c1C	0.73
COc1cccc(OCC(=O)N2CCN(C)CC2)c1	0.521
CCC(=O)c1ccc(OC)c(OC)c1	-0.253
O=C(NCC(c1cccnc1)N1CCN(c2ccccc2F)CC1)Oc1ccccc1 (configuration not stated)	-2.39
O=C(COc1ccc(Br)cc1)N1CCN(C2CCCC2)CC1	0.448
O=[N+]([O-])c1ccc(O)c([N+](=O)[O-])c1	-1.31
C=CCOC(=O)C1=C(C)OC(N)=C(C(=O)OCC)C12C(=O)N(CC(N)=O)c1ccccc12 (configuration not stated)	0.407
Cc1cc(OCC(=O)OC(C)C)c2c3c(c(=O)oc2c1)CCCC3	-0.229
O=C(c1ccccc1F)c1cn(CC(=O)N2CCCCC2)c2ccccc12	0.0125
CCCCn1c(O)c(C(CC)=NCc2cc(OC)cc(OC)c2)c(=O)[nH]c1=O	-1.79
Cc1ccc2c(c1)C1CN(C)CCC1N2C(=O)c1ccc(Br)o1 (configuration not stated)	0.0792
CC(NCc1ccc(Cl)cc1Cl)C(O)c1ccccc1 (configuration not stated)	-2.6
O=c1[nH]c(=O)n(C2CCCCCC2)c(O)c1C=NCCCN1CCOCC1	1.78
CCCCn1c(O)c(C(C)=NCCN2CCCCC2)c(=O)[nH]c1=O	0.691
CC(=O)Nc1ccc(OC(=O)N(C)c2ccccc2)cc1	1.58
O=C(COc1ccccc1)N1CCN(C2CC3CCC2C3)CC1 (configuration not stated)	-0.882
COc1ccc(-n2c(=O)[nH]c3ccccc3c2=O)cc1	-0.0733
Cc1nc2ccccc2c(=O)n1-c1ccccc1C(F)(F)F	0.0937
Clc1ccc(COC(Cn2ccnc2)c2ccc(Cl)cc2Cl)cc1 (configuration not stated)	-3.55
COc1c(O)ccc2c1-c1c3c(cc4c1C(C2)N(C)CC4)OCO3 (configuration not stated)	0.137
CCN(CC)CCCC(C)N=C(c1ccccc1)c1c(O)n(C)c(=O)n(C)c1=O (configuration not stated)	1.05
CN(C)c1ccc(CN2CC=C(c3ccc(F)cc3)CC2)cc1	-0.0451
CCCCC1(CN2CCCC2=O)C(=O)NC(=O)NC1=O	-0.0375
C[C@@H](N)Cc1cnc[nH]1	0.0232
Cc1nn(C2CCOC(C)(C)C2)c2c1C(c1ccc3c(c1)OCO3)SCC(=O)N2 (configuration not stated)	0.00298
O=C(CCc1nc(-c2ccccc2F)no1)N1CCC2(CC1)OCCO2	0.612
c1ccc(C2CC3CC4(CCCC4)N2O3)cc1 (configuration not stated)	0.212
CSCCC(N=Cc1c(O)n(-c2ccc(Cl)cc2)c(=O)[nH]c1=O)C(=O)OC(C)(C)C (configuration not stated)	0.634
CCOCCN1CCC(OC(C)=O)C(C)C1 (configuration not stated)	1.06
COc1ccccc1-n1c(O)c(C=NCc2ccc3c(c2)OCO3)c(=O)[nH]c1=O	-0.3
Cc1ccc(C)c(C2(O)CC(C)N(C)CC2C)c1 (configuration not stated)	-0.432
CC(C)CCn1c(=O)c(C(=O)Nc2ccccc2S(N)(=O)=O)c(O)c2ccccc21	-5.39*
CC1(C)CC2(CCO1)NCCN1C(=O)CSC12 (configuration not stated)	-0.138
COc1ccccc1CN1CCCCC1c1cccnc1 (configuration not stated)	-2.13
Cc1nc2cc(C(F)(F)F)ccc2n1C1CCN(Cc2nnnn2Cc2cccs2)CC1	2.35
CN1CCN(CC(=O)Nc2ccc(Cl)cc2C(=O)c2ccccc2)CC1	2.4
CCc1ccc(OCCCN=C(C)c2c(O)n(C)c(=O)n(C)c2=O)cc1	-0.192
CCOc1cccc(C2NCc3ccccc3-n3cccc32)c1O (configuration not stated)	-2.13
Cc1cccc(CSc2nc3c(cc2C#N)CN(C)CC3)c1	1.24
O=C(c1ccco1)c1cn(Cc2ccccc2)c2ccccc12	-2.46
O=c1[nH]c(=O)n(Cc2ccccc2)c(O)c1C=NCCCO	-0.383
CC(C)CCNC(=O)c1c(N)n(CC2CCCO2)c2nc3ccccc3nc12 (configuration not stated)	-4.2*
CCCCP(=O)(O)c1ccccc1	0.561
CCC(=NCc1cc(OC)cc(OC)c1)c1c(O)n(C)c(=O)n(C)c1=O	0.424
O=C(c1cc(-c2cccnc2)nc2ccc(Cl)cc12)N1CCC2(CC1)OCCO2	0.905
CC(=O)Nc1cc(C(=O)N2CCC3(CC2)OCCO3)ccc1S(=O)(=O)c1ccc(Cl)cc1	-0.425
O=C(Cc1ccccc1)OCn1nnc2ccccc2c1=O	0.703
c1ccc2oc(N3CCNCC3)nc2c1	0.0649
CC(C)n1cc(C(=O)N(CC(=O)NC2CCCC2)Cc2ccccc2)cn1	1.12
CN1CCC(N(C)c2nc(-c3ccccc3)nc3ccccc23)CC1	-0.798
O=c1c2ccccc2nc(CN2CCCCCC2)n1-c1ccc(F)cc1	0.0985
C=CCn1c(O)c(C(CC)=NCCCO)c(=O)[nH]c1=O	0.0468
CCOC(=O)c1c(C)n(Cc2ccccc2)c2ccc(OCC(O)CN3C(=O)CNC3=O)cc12 (configuration not stated)	-1.13
CC(=O)N1CCC2(CC1)CC(=O)c1cc(OCC(=O)N3CCN(C)CC3)ccc1O2	0.734
C[C@@H]1C[C@H]2OC(=O)C3(CO3)[C@H]2[C@H](O)[C@]2(C)C(=O)C3OC3[C@@H]12 (some centres not stated)	-1.26

# New compounds follow
SMILES	Cav32 inh
O=C(NC1CC1)C1CSC(c2cccnc2)=N1 (configuration not stated)	0.189
O=C(C1CCC(=O)N1C1CCCC1)N1CCC2(CC1)OCCO2 (configuration not stated)	-1.13
CCC1(c2ccccc2)C(=O)N(C)C(=O)N(C)C1=O	-0.335
Cc1ccc(N2C(=O)/C(=C/c3ccc(CN(CCC#N)S(C)(=O)=O)o3)C(=O)NC2=S)cc1	1.11
O=C(Cc1ccccc1)Oc1ccccc1N1C(=O)CCC1=O	0.0403
COc1ccc(-n2c(O)c(C=Nc3c(C)n(C)n(-c4ccccc4)c3=O)c(=O)[nH]c2=O)cc1	-0.016
CC1CCC/C=C/C2CC(O)CC2C(O)/C=C/C(=O)O1 (configuration not stated)	-1.47
COC(=O)C1CN(C#N)N(c2ccc(Cl)cc2)C12c1ccccc1-c1ccccc12 (configuration not stated)	-2.55
CCOP(=O)(C#CC(C)(C)C)C(O)(c1ccccc1)C(F)(F)F (configuration not stated)	-5.61*
